Screening data from PubChem BioAssay.
OX1R antag: antagonists of human orexin 1 receptor (OX1R); O43613; OX1R-expressing cells, FRET antagonist read-out; inhibition, % at 6.6 µM; 330,000 tested, 1.8% active; in the data active = inhibition mostly above about 38%, no sharp cut-off; inactive = mostly below about 40%;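 also: 0% = agonist challenge alone and 100% = reference antagonist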
Target sequence (O43613 whole entry, looked up): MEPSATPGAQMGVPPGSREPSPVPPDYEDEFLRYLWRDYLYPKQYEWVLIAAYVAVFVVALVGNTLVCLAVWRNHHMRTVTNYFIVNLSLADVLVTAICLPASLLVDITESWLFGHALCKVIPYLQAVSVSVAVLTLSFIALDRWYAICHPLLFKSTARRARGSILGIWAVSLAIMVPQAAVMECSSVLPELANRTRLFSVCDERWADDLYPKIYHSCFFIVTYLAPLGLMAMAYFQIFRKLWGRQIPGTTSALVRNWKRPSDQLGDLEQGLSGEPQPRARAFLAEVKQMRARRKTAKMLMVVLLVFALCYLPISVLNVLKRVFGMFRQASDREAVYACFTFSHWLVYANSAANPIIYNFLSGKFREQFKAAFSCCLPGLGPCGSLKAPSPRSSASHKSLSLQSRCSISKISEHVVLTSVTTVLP
STK33 inh: human STK33 kinase inhibition; purified STK33, MBP phosphorylation, ADP-Glo luminescence; inhibition, % at 10 µM; Q9BYT3; AID 2661; 320,000 tested, 0.073% active;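 active = inhibition at or above 25%, using the most active replicate where run in duplicate; inactive = inhibition below 25%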
Target sequence (Q9BYT3 whole entry, looked up): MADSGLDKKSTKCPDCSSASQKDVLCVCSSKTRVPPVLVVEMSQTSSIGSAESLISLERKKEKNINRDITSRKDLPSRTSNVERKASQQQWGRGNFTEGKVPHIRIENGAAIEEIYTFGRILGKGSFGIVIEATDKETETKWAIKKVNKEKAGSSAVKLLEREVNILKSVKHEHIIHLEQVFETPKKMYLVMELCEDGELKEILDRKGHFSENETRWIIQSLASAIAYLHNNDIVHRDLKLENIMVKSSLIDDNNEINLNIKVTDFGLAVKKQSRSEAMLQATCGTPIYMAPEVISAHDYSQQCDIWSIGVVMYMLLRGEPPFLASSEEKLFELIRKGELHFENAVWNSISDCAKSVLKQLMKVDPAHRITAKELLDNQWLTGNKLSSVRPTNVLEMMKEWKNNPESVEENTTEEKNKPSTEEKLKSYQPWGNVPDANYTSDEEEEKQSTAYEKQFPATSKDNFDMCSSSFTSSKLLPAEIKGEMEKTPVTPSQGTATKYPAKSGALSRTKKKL
* = called active by the depositor; . = not tested or not shown.

Sample of the layout (5 entries):
Sequence of screens – OX1R antag	STK33 inh
- CC1(C)CC(=O)c2cnn(-c3nc4ccccc4[nH]3)c2C1
 : 12	-0.3
- CC(=O)Nc1ccc(NC(=O)c2c(-c3ccccc3Cl)noc2C)c(C)c1
 : 19	-0.1
- COCCSc1ccccc1C(=O)Nc1ccc(Cl)cc1
 : 3	0.4
- Cc1cc2oc(=O)cc(-c3ccccc3)c2c(C)c1-c1ccc(F)c(Cl)c1
 : -1	.
- C=CCNC(=O)CC(=O)N/N=C/c1cccc(C)c1
 : 5	0.7

This part in full, from the first entry:
Sequence of screens – OX1R antag	STK33 inh
- CC1(C)CC(=O)c2cnn(-c3nc4ccccc4[nH]3)c2C1
 : 12	-0.3
- CC(=O)Nc1ccc(NC(=O)c2c(-c3ccccc3Cl)noc2C)c(C)c1
 : 19	-0.1
- COCCSc1ccccc1C(=O)Nc1ccc(Cl)cc1
 : 3	0.4
- Cc1cc2oc(=O)cc(-c3ccccc3)c2c(C)c1-c1ccc(F)c(Cl)c1
 : -1	.
- C=CCNC(=O)CC(=O)N/N=C/c1cccc(C)c1
 : 5	0.7
- O=C(c1csc2c1CCCCC2)N1CCN(c2ncccn2)CC1
 : 3	-0.6
- CCOc1ccc(S(=O)(=O)N(CC)CC(=O)NCc2ccncc2)cc1
 : 3	-1.6
- CCCCc1ccc(NC(=O)CSC2=NN3CCCC(=O)N=C3S2)cc1
 : 32	1.7
- CC(C)(O)C#Cc1ccc(CN2CCN(CCc3ccccc3)C(CCO)C2)s1 (stereo not drawn)
 : 12	-1.2
- COC(=O)Cn1c(=O)c(C)nc2ccccc21
 : 4	0.7
- CCN(CC)S(=O)(=O)c1ccc(NC(=O)COC(=O)c2cc(S(=O)(=O)Nc3ccc(OC)cc3)ccc2O)cc1
 : 8	-1.7
- O=C(Nc1ccccc1C(=O)OC1CCOC1=O)c1ccco1 (stereo not drawn)
 : 13	0.8
- CN(C)c1nc(NCc2ccccc2)nc(SCC(N)=O)n1
 : 12	0.5
- CN(CC(=O)Nc1cccc(F)c1)C(=O)c1ccc(N2C(=O)c3ccccc3C2=O)cc1
 : 7	-1.4
- COc1cc(C(=O)NCCc2ccc3c(c2)OCCO3)ccc1OCC(=O)N1CCOCC1
 : 13	-0.6
- CC1CCCC(C)N1/N=C/c1ccc(Cl)cc1 (stereo not drawn)
 : 10	-0.9
- O=C(Cc1ccc(F)cc1)Nc1nnc(SCC(=O)N2CCCCC2)s1
 : 1	0.2
- O=C(COc1cccc2cccnc12)NCC(F)(F)F
 : 11	1.9
- CC1(C(=O)NC2CCCC2)CCC(=O)N1Cc1cccs1 (stereo not drawn)
 : 13	0.7
- CCN(CC(=O)Nc1c(F)cccc1F)C(=O)C1CC(=O)N(CCc2ccccc2)C1 (stereo not drawn)
 : 14	-1.0
- Cc1ccc(S(=O)(=O)N(C)/N=C2/C(=O)N(CC(=O)O)c3ccccc32)cc1
 : 35	-2.7
- Cc1ccccc1CN(C)C(=O)c1ccc2ccccc2n1
 : 10	-1.2
- O=C(NCC1CCCO1)c1cn(Cc2ccccc2)nc1-c1ccccc1 (stereo not drawn)
 : 3	-1.3
- C=CCn1c(O)c(N=NC(=S)Nc2ccc(OC)cc2)c2ccccc21
 : 16	-0.3
- CC(CCc1ccco1)NC(=O)CCc1nnc2ccc(NCc3ccccc3)nn12 (stereo not drawn)
 : 9	0.9
- O=C(N/N=C/c1cccnc1)c1ccco1
 : 38	1.6
- Oc1ccccc1C=Nc1ccccc1-c1nc2ccccc2[nH]1
 : 17	0.5
- COc1cc(OC)cc(C2C(C#N)=C(N)Oc3n[nH]c(-c4cccnc4)c32)c1 (stereo not drawn)
 : 28	-1.4
- COc1ccc(C(=O)Nc2ccc3ccccc3c2)c(OC)c1
 : 26	0.3
- Cn1c(=O)c2c(nc(CN3CCN(c4ccccc4)CC3)n2CCc2ccccc2)n(C)c1=O
 : 10	1.5

Ordered by value in STK33 inh (highest first): 3 of the compounds above
Sequence of screens – OX1R antag	STK33 inh
- C=CCn1c(O)c(N=NC(=S)Nc2ccc(OC)cc2)c2ccccc21
 : 16	-0.3
- O=C(c1csc2c1CCCCC2)N1CCN(c2ncccn2)CC1
 : 3	-0.6
- CN(CC(=O)Nc1cccc(F)c1)C(=O)c1ccc(N2C(=O)c3ccccc3C2=O)cc1
 : 7	-1.4

Next results:
Sequence of screens – OX1R antag	STK33 inh
- COc1ccc(-c2nnc(N3CCC(C)CC3)c3ccccc23)cc1
 : 9	1.0
- CNS(=O)(=O)c1ccc(CCC(=O)N2CCN(c3ccccc3OC)CC2)cc1
 : -6	1.5
- Cc1c(Cl)ccc(S(=O)(=O)NCCCn2ccnc2)c1Cl
 : 6	-3.5
- O=S(=O)(NC1CCCCC1)c1cccc2nsnc12
 : 16	-1.0
- C=C(C)c1cccc(C(C)(C)NC(=O)NC2CCN(Cc3ccccc3)CC2)c1
 : -6	0.2
- CCCn1c(SC/C(O)=C(\C#N)c2nc3ccccc3[nH]2)n[nH]c1=O
 : 13	1.1
- COc1ccc2c(c1OC)C(=O)O[C@@H]2[C@H]1c2c(cc3c(c2OC)OCO3)CCN1C
 : 9	0.2
- CC1CCCCN1C(=O)COc1ccc(S(=O)(=O)N2CCCC2)cc1[N+](=O)[O-] (stereo not drawn)
 : 17	-0.1
- COc1ccc(CCNC(=O)CSc2nc3ccsc3c(=O)n2CC2CCC(C(=O)O)CC2)cc1OC (stereo not drawn)
 : 18	-1.2
- Cc1ccc2c(c1)Cc1nc3ccccc3nc1-2
 : 87*	-0.1
- COc1ccccc1CNC(=O)C(=O)NCC1OCCCN1S(=O)(=O)c1ccc(F)cc1C (stereo not drawn)
 : 16	-0.1
- CC(C)(C)c1csc(NC(=O)CCc2ccccc2)n1
 : 3	-8.4
- c1ccc(-c2ncnc3nc4n(c23)CCC4)cc1
 : 5	0.4
- CCOc1cc(/C=C2\N=C(SC)SC2=O)cc([N+](=O)[O-])c1OC(C)=O
 : 49	-4.7
- O=C1NCCC/C1=N/Nc1cc(F)ccc1F
 : 7	3.9
- CCCCCCC#Cc1cncc(C(=O)NNC(=O)Nc2cc(Cl)cc(Cl)c2)c1
 : 1	-0.1
- Cc1noc(C)c1S(=O)(=O)Nc1ccc2c(c1)C(=O)N([C@H](C)CO)C[C@H](C)[C@@H](CN(C)S(=O)(=O)c1ccccc1)O2
 : 2	-1.0
- CCc1ccc(Nc2n[n+](-c3ccccc3)c(-c3ccc(OCc4ccccc4)cc3)s2)cc1
 : 14	-1.2
- C=CCN1C(=O)N(c2ccc(F)cc2)C(=O)C1CC(=O)Nc1ccc(Cl)cc1 (stereo not drawn)
 : 17	-0.4
- CSc1ncccc1C(=O)Nc1nnc(C2CC2)s1
 : -6	0.3
- N#C/C(=C\c1ccccc1[N+](=O)[O-])C(=O)NC1CCCCC1
 : 31	1.1
- COc1ccc(C(=O)NCCCCCCNC(=O)c2ccc(OC)cc2)cc1
 : -6	-1.6
- CC(=O)N1CCc2cc(S(=O)(=O)NCCC(=O)NCCc3ccc(C)cc3)ccc21
 : 11	0.1
- COc1ccc(N2CCN(Cc3cc(=O)oc4cc5c(cc34)CCCC5)CC2)cc1
 : 3	-0.9
- O=C1CCCN1c1ccc(C(=O)N(Cc2nnc(-c3ccccc3Cl)o2)C2CC2)cc1
 : 20	0.0
- CC(=C/c1ccccc1)/C=N/Nc1nc(N2CCOCC2)nc(N2CCOCC2)n1
 : 2	0.3
- CCOC(=O)c1c(C=O)c(C)n(Cc2ccccc2Cl)c1C
 : 11	1.6
- COC(=O)c1c(NC(=O)C(C)(C)C)csc1C
 : -3	-0.7
- O=C1Nc2ccc(C(F)(F)F)cc2N2CCCC12 (stereo not drawn)
 : -2	-0.9
- Cc1ccc(C(=O)NC(C)c2ccc(-n3ccnc3)cc2)cc1 (stereo not drawn)
 : 9	-2.9
- CCN(CC)c1ccc(/C=N/NC(=O)c2ccco2)cc1
 : 40	-0.2
- COc1ccccc1NC(=O)c1ccccc1NS(=O)(=O)N1CCCC1
 : 2	-1.7
- CC(C)c1ccc(S(=O)(=O)N2CCN(C(=O)Cc3ccsc3)CC2)cc1
 : 27	.
- COCCn1c(SCC(=O)Nc2ccc3[nH]c(=O)[nH]c3c2)nc2ccccc2c1=O
 : 4	0.6
- S=C(NCCCc1ccccc1)Nc1ccc(Cl)cc1
 : 14	-1.5
- Cc1ccc(S(=O)(=O)NC(C(=O)Oc2ccc3c(C(F)(F)F)cc(=O)oc3c2)c2ccccc2)cc1 (stereo not drawn)
 : 18	-0.1
- OC(CN1CCOCC1)Cn1cnc2ccccc21 (stereo not drawn)
 : 4	-0.7
- Cc1ccc(C(=O)NCc2ccc3c(c2)OCO3)cc1S(=O)(=O)N1CCCCC1
 : 22	0.7
- COc1ccc(OC)c(C(=O)c2coc3ccc(O)c(CN4CCOCC4)c23)c1
 : 16	0.6
- CC(C)CN(C(=O)COC(=O)/C=C/c1ccccc1)C1CCS(=O)(=O)C1 (stereo not drawn)
 : 4	-0.2
- CC1CCCCC1NC(=O)COC(=O)Cc1ccc(Br)cc1 (stereo not drawn)
 : 17	1.2
- O=C(O)C1=CCCNC1
 : 6	-2.3
- CC(C)C(=O)Nc1cccc(C(=O)Nc2ccc(S(=O)(=O)Nc3nccs3)cc2)c1
 : 6	0.7
- CCCn1c(=O)c(C#N)cn(C2CC2)c1=O
 : -1	-2.5
- O=S(=O)(CCN1C=CC(C(F)(F)F)=NCC1)c1ccc(Cl)cc1Cl
 : 24	0.5
- CC1=NN(c2nc(-c3ccccc3)cs2)C(=O)C1N=Nc1ccccc1 (stereo not drawn)
 : 19	-1.3
- Cn1c(SCC(=O)O)nnc1C1CCCCC1
 : 4	-1.2
- CCOc1ccccc1CNc1nnnn1C
 : 6	-1.5
- COc1ccc(C(=O)OC(C)CN2CCN(C)CC2)cc1OC (stereo not drawn)
 : 34	6.2
- C/C=C/c1ccc(OCC(=O)Nc2cc(S(=O)(=O)N3CCOCC3)ccc2N2CCCC2)c(OC)c1
 : 7	.
- CC1CCCC(N2CCN(C(=O)c3ccccc3F)CC2)C1 (stereo not drawn)
 : -10	-2.8
- Oc1ccc(-c2nc3c4c(ncn3n2)-c2ccccc2CC42CCCC2)cc1
 : 14	-1.4
- Cc1ccc(S(=O)(=O)N2CCCOC2CNC(=O)C(=O)NCCN2CCOCC2)cc1 (stereo not drawn)
 : 17	3.1
- c1ccc(-c2nc3cnccn3c2Nc2ccc3c(c2)OCCO3)cc1
 : 14	.
- CC1CCCCC1NC(=O)CCS(=O)(=O)c1ccc2c(c1)NC(=O)CO2 (stereo not drawn)
 : 0	-2.0
- CCOC(=O)N1CCN(C(=O)CSC2=NS(=O)(=O)c3cc(F)ccc3N2)CC1
 : 5	-1.0
- CCC12CN3CC(CC)(CN(C1)C3c1ccc([N+](=O)[O-])o1)C2=O (stereo not drawn)
 : 40	-1.7
- Cc1ccc(-c2cc(C(=O)N3CCN(c4ncccn4)CC3)c3cc(Br)ccc3n2)o1
 : 4	0.1
- CCOc1ccc(NC(=O)CN2C(=O)NC(C)(c3ccc(OC(F)F)cc3)C2=O)cc1 (stereo not drawn)
 : -9	-1.5
- Cc1nc(SCc2ccccc2)nc2c1CCC2
 : 63	-1.6

New compounds follow.
Sequence of screens – OX1R antag	STK33 inh
- CC(Nc1c[nH]c(=O)[nH]c1=O)c1ccccc1 (stereo not drawn)
 : .	-11
- c1ccc(Cn2cc(CSc3ccccc3)nn2)cc1
 : 31	-0.1
- Cc1ccc(Cn2ncc3c(N4CCOCC4)ncnc32)cc1
 : 14	-1.5
- CCOc1ccc(C(=O)Nn2cnnc2)cc1OCC
 : 8	-2.5
- O=C(Nc1ccccc1)N1CCCN(Cc2c(F)cccc2Cl)CC1
 : 3	-2.2
- CC(NCC(O)COc1ccc(Br)cc1)c1ccccc1 (stereo not drawn)
 : 11	0.9
- COC(=O)CN(c1ccc2c(c1)OCO2)S(=O)(=O)c1c(C)[nH]c(=O)[nH]c1=O
 : 18	0.2
- O=C(NCC1CCCO1)c1ccc(Cl)c(S(=O)(=O)N2CCOCC2)c1 (stereo not drawn)
 : 18	-1.8
- O=C(O)COc1ccc2c(c1)CCCC2
 : 5	-1.7
- Cc1cc(C)cc(N(C(=O)c2nsc(Cl)c2Cl)C(C(=O)NC2CCCC2)c2ccc(O)cc2)c1 (stereo not drawn)
 : 16	0.3
- C/C(=N\NC(=O)c1ccn[nH]1)c1cn(C)nc1C
 : 20	-0.3
- OCC[C@@H]1C[C@@H](O)[C@H](O)[C@]2(Cc3ccccc3CCO2)O1
 : 11	-1.4
- CCn1nc(C)cc1-c1nnc(SCC(=O)Nc2ccccc2)n1CCCOC
 : 5	-0.4
- COc1ccc(OCC(=O)NC(=S)Nc2ccc(N3CCOCC3)c(Cl)c2)cc1
 : 15	-0.7
- Cc1cc(N2CCN(C3CCCCC3)CC2)nc2cccc(O)c12
 : 15	1.3
- Cc1sc(NC(=O)c2ccco2)c(C(c2cccnc2)N2CCC(C)CC2)c1C (stereo not drawn)
 : 1	-0.3
- COc1ccc(C(C)(C)C)cc1S(=O)(=O)N1CCN(C)CC1
 : 7	-1.8
- Cc1nc2ccccc2c(=O)n1NC(=O)c1ccc(Cl)c([N+](=O)[O-])c1
 : 15	-0.4
- OC(CN1CCN(C(c2ccccc2)c2ccccc2)CC1)c1ccc(Br)cc1 (stereo not drawn)
 : -1	0.0
- CCOC(=O)C1CCCCN1C(=O)/C(=C/c1ccc(OC)cc1)c1ccc(OC)c(OC)c1 (stereo not drawn)
 : 14	-0.6
- Nn1c(SCC(=O)Nc2ccccc2)nnc1-c1cccnc1
 : 3	-0.6
- O=C(NC(=S)Nc1ccc(N2CCOCC2)c(Cl)c1)c1cccs1
 : 24	-0.6
- CCN(CC)CCNc1nc(-n2nc(C)cc2C)nc2sc3c(c12)CC(C)(C)OC3
 : 16	-0.6
- Cc1ccccc1NC(=O)NC(N)=O
 : 6	0.0
- COc1ccc(-c2sc(C(=O)c3ccc(Cl)cc3Cl)cc2CC(=O)O)cc1
 : 1	-3.9
- O=C1C(=O)N(CCCO)C(c2ccc(Br)cc2)/C1=C(\O)c1ccc(Br)cc1 (stereo not drawn)
 : 12	-1.8
- Clc1ccc2nc(CSc3nc4ccccc4o3)cn2c1
 : 26	-1.3
- Cc1ccc(C(=O)OCC(=O)Nc2sc3c(c2C#N)CCCCC3)cc1NC(=O)c1ccco1
 : 63	-3.0

Not a hit list; 1.8% or so of the library scored in one or more.
